SENP8 inh: SENP8 (human) protease inhibition. recombinant SENP8, Nedd8 substrate fluorescence. inhibition, % at 20 µM. 0.64% of 360,000 active. AID 602440; in the data active = inhibition mostly above about 40%, no sharp cut-off; inactive = mostly below about 27%
Target sequence (Q96LD8 whole entry, looked up): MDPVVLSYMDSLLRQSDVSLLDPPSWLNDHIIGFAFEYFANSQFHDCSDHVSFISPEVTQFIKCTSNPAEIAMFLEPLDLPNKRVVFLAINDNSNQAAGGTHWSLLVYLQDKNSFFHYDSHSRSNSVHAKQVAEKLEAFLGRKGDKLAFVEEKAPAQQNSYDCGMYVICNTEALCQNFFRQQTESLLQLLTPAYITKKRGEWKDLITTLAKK
SENP1 FRET inh: inhibitors of human SENP1 SUMO protease catalytic domain; Q9P0U3; recombinant SENP1 catalytic domain, CyPet-SUMO1-YPet FRET cleavage; inhibition, % at 10 µM; 0.21% of 360,000 active; AID 624204;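 active = inhibition at least 30% at 10 µM, raw YFP signal under a set limit, fluorescence ratio 0.5 to 1.5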;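 also: 0% = enzyme with DMSO and 100% = no enzyme wells; some results filed as inactive read as strong as hits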
Target sequence (Q9P0U3 419-644 limits assumed): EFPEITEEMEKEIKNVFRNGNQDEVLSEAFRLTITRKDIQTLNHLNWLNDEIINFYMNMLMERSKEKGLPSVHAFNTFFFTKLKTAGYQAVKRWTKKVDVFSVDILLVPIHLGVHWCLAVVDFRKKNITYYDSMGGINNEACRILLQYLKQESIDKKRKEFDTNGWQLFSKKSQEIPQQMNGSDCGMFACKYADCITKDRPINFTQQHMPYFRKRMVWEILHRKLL
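Test system: recombinant human SENP1 catalytic domain, His6-tagged / Medium: pH 8 Tris buffer with EDTA, NaCl, BME, BSA, NP40, catalase / Also added: SUMO1 FRET substrate flanked by Cypet and Ypet, 25 nM / Times: 50 min reaction at room temperature / Signal: FRET, CFP and YFP emission / Control set: no-enzyme low control and enzyme-plus-DMSO high control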
* = called active by the depositor; i = inactive. This is a subset; the hit share may differ from the screen's.

SENP8 inh	SENP1 FRET inh	structure
13.6	-1.2	O=C(O)C(c1ccccc1)C1(O)CCC1 (configuration not stated)
7.0	2.9	COc1ccc(CCn2c(C)cc(C(=O)COC(=O)c3ccc(O)cc3O)c2C)cc1
27.6	2.1	COc1ccc(Br)c(C=O)c1OS(=O)(=O)c1ccc(C)cc1
11.6	0.9	O=C(O)C(SC(C(=O)O)c1ccccc1)c1ccccc1 (configuration not stated)
2.1	2.0	Cc1c(C(=O)NCc2ccc3c(c2)OCCO3)sc(=O)n1Cc1ccc(S(=O)(=O)N(C)C)cc1
6.8	0.7	COC(=O)[C@@]12C[C@@H](CC(=O)NCc3cccc4ccccc34)C(=O)N(Cc3ccc4c(c3)OCO4)C1=CCC(C)(C)C2
8.9	-0.4	CCCCN1C(=O)C(CC(=O)NCc2ccco2)CC(C(=O)N(C(C)C)C(C)C)=C1C (configuration not stated)
41.7*	3.1	CN1C(=O)/C(=C/c2ccc(-c3ccccc3[N+](=O)[O-])o2)SC1=Nc1ccc(Cl)c(C(=O)O)c1
-52.9	-0.8	O=C(OCc1cc(=O)n2ccsc2n1)C1(c2ccccc2)CC1
-42.3	4.2	CCC(c1nc2ccccc2[nH]1)n1c(-c2ccnc(Cl)c2)nc2ccccc21 (configuration not stated)
21.5	1.6	N#Cc1ccc(S(=O)(=O)N2CCCCC2c2cc(C(=O)Nc3cccc4c3CCCC4)no2)cc1 (configuration not stated)
12.5	0.9	C[C@@H]1CN([C@@H](C)CO)C(=O)CCCn2nncc2CO[C@H]1CN(C)S(C)(=O)=O
5.3	7.2	O=C(NCC(F)(F)F)C1C(=O)Nc2ccccc2C(=O)N1Cc1ccccc1 (configuration not stated)
27.3	3.1	O=c1n(Cc2ccccc2)c(O)c2n1Cc1ccccc1N=C2c1ccccc1
12.9	1.3	CC(C)C[C@@H]1COc2cccc(N(C)CCO)c2S(=O)(=O)N1

Given bar-delimited: 7 of the compounds above.
molecule | SENP8 inh | SENP1 FRET inh
N#Cc1ccc(S(=O)(=O)N2CCCCC2c2cc(C(=O)Nc3cccc4c3CCCC4)no2)cc1 (configuration not stated) | 21.5 | 1.6
O=C(O)C(c1ccccc1)C1(O)CCC1 (configuration not stated) | 13.6 | -1.2
O=c1n(Cc2ccccc2)c(O)c2n1Cc1ccccc1N=C2c1ccccc1 | 27.3 | 3.1
COc1ccc(Br)c(C=O)c1OS(=O)(=O)c1ccc(C)cc1 | 27.6 | 2.1
Cc1c(C(=O)NCc2ccc3c(c2)OCCO3)sc(=O)n1Cc1ccc(S(=O)(=O)N(C)C)cc1 | 2.1 | 2.0
CCC(c1nc2ccccc2[nH]1)n1c(-c2ccnc(Cl)c2)nc2ccccc21 (configuration not stated) | -42.3 | 4.2
O=C(OCc1cc(=O)n2ccsc2n1)C1(c2ccccc2)CC1 | -52.9 | -0.8

Next section.
SENP8 inh	SENP1 FRET inh	structure
-15.9	0.3	COc1ccc(N2CCN(CCCn3cnc4c(SC)ncnc43)CC2)cc1
17.4	1.4	CC(C)(C)n1nnnc1C(c1cc2ccccc2o1)N(Cc1ccccc1)Cc1ccccc1 (configuration not stated)
20.3	1.1	C[C@@H]1CN([C@H](C)CO)C(=O)CCCn2cc(nn2)CO[C@H]1CN(C)S(=O)(=O)c1ccccc1
12.6	3.7	Cc1ccc(S(=O)(=O)NNC(=O)C23CCC(CC2)C3)cc1
18.3	3.6	COC(=O)[C@]12CCCCC=C1N(Cc1ccccc1)C(=O)[C@H](CC(=O)N1CCN(C(=O)c3ccco3)CC1)C2
-339.3	-8.8	CN(C)CCNC(=O)/C(=C/c1ccc(-c2ccc(Cl)cc2)o1)NC(=O)c1ccccc1
1.5	1.8	COc1ccc([C@H]2CC(=O)C[C@@H](CCn3cc(-c4ccncc4)nn3)O2)cc1
19.3	-0.6	CN1CCN(C(=O)c2cc3c(c(-c4cccc(-c5cccnc5)c4)n2)[C@@H](CCO)N(C(=O)CC2CC2)C3)CC1
-21.2	0.0	CNc1cc(-c2c(OC)cccc2OC)ncn1
2.0	2.5	Cc1cc(C)cc(CC(=O)N2CCC2(C)C(=O)NS(=O)(=O)c2ccccc2Cl)c1 (configuration not stated)
18.5	0.1	CCCS(=O)(=O)NC(=O)C1(C)CCN(C(=O)c2oc3ccccc3c2C)C1 (configuration not stated)
16.5	4.2	Cn1c(CCN2CCN(c3ccccn3)CC2)nc2cc(NS(=O)(=O)c3ccc(F)cc3)ccc21
10.1	-2.2	Cc1ccc(NC(=O)[C@@H]2O[C@H](CO)[C@H](O)[C@H](O)[C@H]2O)cc1C(F)(F)F
15.7	0.6	C(=C\c1ccccc1)/CN1CCN(C(c2cc3ccccc3o2)c2nnnn2C2CCCC2)CC1 (configuration not stated)
-101.7	-25.3	O=C(O)c1cc(N/N=C/c2ccc(-c3ccccc3)cc2)ccc1Cl
25.4	-1.1	O=C(CC1Sc2ccccc2NC1=O)NNc1ccc(F)cc1 (configuration not stated)
13.1	2.9	CC1(C(=O)Nc2ccc(Cl)cc2)Cc2c(-c3ccc(C(N)=O)cc3)ccnc2O1 (configuration not stated)
-182.9	-1.3	CC(C)N1CCCC(C)(C(=O)Nc2nccc3ccccc23)C1 (configuration not stated)
8.2	-2.1	O=C(C=Cc1ccccc1)N1CCCCC1
-378.2	-1.0	COc1ccc(-c2nc3c(Cl)cc(C(F)(F)F)cn3c2Cc2ccccc2C(F)(F)F)cc1OC
27.5	4.4	O=CNc1c(Br)cc2c(c1Br)Cc1cc(Br)ccc1-2
9.6	0.6	C[C@@H]1CN([C@@H](C)CO)C(=O)CCCn2nncc2CO[C@@H]1CN(C)C(=O)c1cc(-c2ccccc2)on1
20.4	-2.5	Cc1ccc(CN2CC(N3CCN(CC4CC4)CC3)CS2(=O)=O)cc1 (configuration not stated)
-495.5	4.0	COc1cc(Cn2c3ccc(NC(=O)NCc4ccc(F)cc4)cc3c(=O)n2C)ccc1F
8.5	-0.3	O=S(=O)(c1ccc(F)cc1)c1nc(-c2ccco2)oc1NCCCn1ccnc1
-5.0	-2.1	NC(CCc1ccccc1)c1csc(Nc2ccccn2)n1 (configuration not stated)
8.9	0.5	Cc1ccc(S(=O)(=O)N(C)C[C@@H]2OCc3cnnn3CCCC(=O)N([C@H](C)CO)C[C@H]2C)cc1
-7.3	6.0	CC(C)(C)NC(=O)C1C(c2ccc(C(F)(F)F)cc2)=Nc2ccccc2N1C(=O)c1cccc(C(F)(F)F)c1 (configuration not stated)
2.7	0.5	O=C1Nc2ccccc2C(=O)N(c2ccc3c(c2)OCCO3)C1C(=O)NC1CC1 (configuration not stated)
16.7	0.3	CCCC(=O)N1CCCC1(C)C(=O)Nc1cc(OC)c(OC)c(OC)c1 (configuration not stated)
0.5	2.0	CC1(C(=O)NS(=O)(=O)c2cccc(Cl)c2)CCN1C(=O)CC1CCCCC1 (configuration not stated)
-4.6	0.4	Cc1ccc(CSCC(=O)Nc2cc(S(=O)(=O)N3CCOCC3)ccc2OCC(F)(F)F)cc1
14.1	0.1	Cc1ccc(S(=O)(=O)N2[C@@H](c3ccc(Cl)cc3)C(C(=O)OC(C)(C)C)=CC[C@H]2c2ccc(Cl)c(Cl)c2)cc1
14.4	-0.2	COC(=O)C1=C(C(=O)OC)[C@]2([C@@H]3CC=CCN[C@@H](Cc4ccccc4)C(=O)N3Cc3ccccc3)C=C[C@H]1O2
13.2	-0.3	Cc1cn(CC(=O)NCCCn2ccnc2)c(=O)[nH]c1=O
21.3	-0.1	CC(C)(C)c1ccc(/C=C/C(=O)N2CCCCC2)cc1
4.2	1.2	CCCCC(=O)N/N=C(C)/C=C/c1ccccc1F
-256.1	-37.7	N#CC(C#N)=C1C=CC=CN1/C(=C\c1ccco1)C(=O)c1ccc(Cl)cc1
29.8	1.9	CC1(C(=O)NS(=O)(=O)c2ccc(F)cc2F)CCN1C(=O)Cc1ccc(Cl)cc1Cl (configuration not stated)
4.8	-0.4	COc1cccc(C(NC(C)=O)c2nc(-c3cccc(F)c3)cs2)c1 (configuration not stated)
3.5	1.0	COc1ccc(S(=O)(=O)NC(C)c2ccc3c(c2)OCCO3)cc1 (configuration not stated)
-121.4	0.7	O=C1NC(Cc2ccc(O)cc2)c2nc3cc(Cl)ccc3c(=O)n2-c2cc(Cl)ccc21 (configuration not stated)
-358.0	-0.6	COCCNc1nc(NCCOC)c2sc(-c3ccccc3)cc2n1
57.0*	58.2*	Clc1ccccc1N=Nc1ccccn1
8.5	2.8	Cc1ccccc1NC(=O)CN1CCCC1
20.6	-0.2	O=C(NCc1ccc(C(F)(F)F)cc1)c1cccc2c(-c3cccnc3)coc12
22.4	-28.4	Cc1cccc(NC(=O)/C=C/c2ccc([N+](=O)[O-])s2)c1
-11.4	-0.8	C[C@H](O)[C@@H]1C(=O)N2CCc3ccc(-c4ccccc4)cc3[C@@H]2C[C@@H]1N(C)C(=O)c1cccnc1
6.3	-1.2	CC1(C(=O)Nc2ccc(Cl)c(Cl)c2)CCN1C(=O)C1CCCCC1 (configuration not stated)
16.7	-0.6	O=S1(=O)N[C@H](Cc2ccccc2)COc2cc(N3CC[C@H](O)C3)ccc21
5.3	1.9	COc1cccc(C(CCc2cc(OC)c(OC)c(OC)c2)NC(C)=O)c1 (configuration not stated)
-3.7	-0.7	O=C(Nc1cccc2cccnc12)c1ccc2sc([C@H]3C[C@H](O)[C@@H](CO)O3)nc2c1
11.9	-0.6	O=[N+]([O-])c1cccnc1C1OCCO1
100.2*	0.4	CCOC(=O)c1c2c(n(Cc3ccccc3)c1C)C(=O)C(=O)c1ccccc1-2
21.0	-0.2	CCOc1ccc(C(=O)c2cc([N+](=O)[O-])ccc2N2CCOCC2)cc1
8.0	0.1	O=C(Nc1ccccc1F)c1ccc2sc([C@H]3C[C@H](O)[C@@H](CO)O3)nc2c1
16.6	-0.2	Cn1cnc([N+](=O)[O-])c1Sc1nnc(-c2cccnc2)n1C
10.0	3.7	CN(C(=O)c1cccc(NC(=O)Cc2ccc(NC(=O)C3CCCN(S(=O)(=O)c4cccc([N+](=O)[O-])c4)C3)cc2)c1)C1CCCC1 (configuration not stated)
0.1	1.6	Cc1cccc(C=CC(=O)c2ccccc2)c1
-8.8	2.6	Cc1ccccc1-c1n[nH]nc1C1=CC(=O)C[C@H](c2ccc(F)cc2)C1

Following part
SENP8 inh	SENP1 FRET inh	structure
-436.4	1.4	COC(=O)c1ccc(CNC(=O)COC(=O)/C=C/c2cccc(OC)c2)cc1
-334.1	0.5	CCOc1cc(/C=N/NC(=O)c2nnn(-c3nonc3N)c2C)ccc1OCc1ccc(C)cc1
0.6	1.7	O=C(NC1CCCC1)C(c1ccccc1)n1c(Cc2cc(F)cc(F)c2)nc2ccccc21 (configuration not stated)
-9.1	-2.5	COCCN(CCOC)Cc1cc(=O)oc2cc(C)c(C)cc12
14.9	3.7	c1ccc2c(c1)ccn2CCCN1CCCCC1
-2.7	-2.0	Cc1ccc(-c2nc3cc(C)c(Br)c(C)n3c2Cc2cccc(F)c2)cc1
12.5	0.3	ClCC(CNCc1ccccc1)c1ccccc1 (configuration not stated)
-478.9	-2.6	Cc1cc(C)cc(Cn2c3ccc(NC(=S)NCc4ccccc4F)cc3c(=O)n2C)c1
i	-42.3	c1ccc(COc2ccc(-c3cc4nc(NCc5ccc6c(c5)OCO6)ccn4n3)cc2)cc1
9.0	-4.5	COc1ccccc1N1CCN(C(=O)c2[nH]c(C(F)(F)F)nc2-c2ccccc2)CC1
0.0	0.2	Cc1c(C(=O)NCc2ccccc2C(F)(F)F)sc(=O)n1Cc1ccc(F)cc1
-0.4	-0.8	C[C@@H]1CN([C@@H](C)CO)C(=O)c2cc(Br)cnc2O[C@H]1CN(C)C(=O)Cc1cccnc1
5.8	-2.1	CCCC(=O)N1CCCC1(C)C(=O)NCc1c(F)ccc(C)c1F (configuration not stated)
12.6	1.2	O=C(Nc1ccc(F)c(Cl)c1)c1cc(C2CCCN(C(=O)C3CC3)C2)on1 (configuration not stated)
7.8	3.2	CC(C)CCN1C(=O)c2ccccc2C1c1nnnn1C(C)C (configuration not stated)
12.1	2.9	O=C(Nc1cccc2c1CCCC2)c1cc(C2CCCCN2C(=O)OCCF)on1 (configuration not stated)
-333.1	-5.3	O=C(NCc1ccccc1)C(c1ccncc1)n1c(=O)c(-c2ccccc2)nc2ccccc21 (configuration not stated)
12.2	-2.1	CCOC(=O)NC1CCc2cc(OC)c(OC)c(OC)c2-c2ccc(SC)c(=O)cc21 (configuration not stated)
-404.2	-9.5	CC(=O)Nc1cc(-c2cccc(CO)c2)cn2c(-c3cccc(C(F)(F)F)c3)cnc12
11.6	12.9	Nc1cc(Cc2ccccc2)ccc1O
14.3	2.9	O=c1[nH]nc(SC2CCCCC2)c(=O)[nH]1
3.4	1.2	C[C@H](CO)N1C[C@H](C)[C@@H](CN(C)Cc2cccc(C(=O)O)c2)Oc2cc(Br)ccc2S1(=O)=O
23.6	-0.4	COc1ccc(CC(N)c2csc(NC(=O)Nc3ccccc3C(C)C)n2)cc1 (configuration not stated)
13.2	-0.3	COCCNC(=O)C1(C)CCN(Cc2ccc3ccccc3c2Br)C1 (configuration not stated)
-3.2	4.0	C=CCCC(=O)N1C[C@H]2CON(C)[C@H]2C[C@H]1c1cccc(Br)c1

Screening data from PubChem BioAssay.
